Screening results: PubChem BioAssay, National Center for Advancing Translational Sciences (NCATS)
Tb PYK inh: qHTS of Trypanosoma Brucei Inhibitors; pyruvate kinase (Trypanosoma brucei), Q57TT1; TbPYK enzyme, Kinase-Glo Plus ATP luminescence, 45 min; Potency, µM (highest dose often 76.8 µM), inactives show at the highest dose activity, negative = inhibition, usual class: inhibitors; hit rate 0.12% among 410,000; further: nearly all actives have a fitted effect of over 50% in size
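In this concentration-response screen, enzyme-free wells defined baseline while DMSO plates tracked drift. Each reaction combined TbPYK, substrate, compound and 130 uM ADP for 45 min at room temperature. Kinase-Glo Plus luminescence gave the signal.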
Sm TGR block: qHTS Assay for the Inhibitors of Schistosoma Mansoni Peroxiredoxins. Schistosoma mansoni thioredoxin glutathione reductase (TGR), Q962Y6. Potency, µM (series often up to 114 µM), for the others: top-dose activity change, negative = inhibition, usual class: inhibitors. hit rate 3% among 360,000. AID 485364, 2010. purified TGR, DTNB reduction, TNB absorbance 405 nm; further: nearly all actives have a fitted effect of over 60% in size
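Kinetic colorimetric format: TGR-catalysed, NADPH-driven DTNB reduction monitored via TNB absorbance. Enzyme dispensed at 20 nM; compound exposure 15 min at room temperature before reaction start.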
Pf growth 48h: Primary qHTS for delayed death inhibitors of the malarial parasite plastid, 48 hour incubation; AID 504832, 2011; hit rate 5.9% among 310,000; Potency, µM (series often up to 28.7 µM), inactives show at the highest dose activity change, negative = inhibition, hits mostly inhibitors; P. falciparum luciferase growth in erythrocytes, 48 h
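Growth was read as firefly luciferase luminescence after a 48 h, 37 C, 5% CO2 exposure of compounds to reporter-bearing P. falciparum cultures (0.1% parasitemia, 2% hematocrit final) in Albumax-supplemented RPMI 1640.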
Pf growth 96h: Primary qHTS for delayed death inhibitors of the malarial parasite plastid, 96 hour incubation | Potency, µM (top dose mostly 28.7 µM), for inactives: top-dose activity change, negative = inhibition, actives largely listed as inhibitors | P. falciparum luciferase reporter growth, 96 h | AID 504834, 2011 | hit rate 6.9% among 320,000
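P. falciparum expressing integrated firefly luciferase grown in erythrocytes (2% hematocrit, 0.05% parasitemia final) with compounds for 96 hours at 37 C, 5% CO2. Growth inhibition read as loss of luminescence after adding luciferase detection reagent.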
HCV inhibitor: qHTS Assay for Inhibitors of Hepatitis C Virus (HCV); AID 651820, 2012; Potency, µM (titrated, usually from 41.8 µM), inactives show top-dose activity change, negative = inhibition, usual class: inhibitors; hit rate 3.4% among 340,000; Huh7.5.1 HCVcc-Cre infection, luciferase reporter, 44 h
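A cell-based infection assay in which seeded cells (1,000 per well) receive test compound after 4 h, are inoculated with HCVcc-Cre at approximately 0.5 moi, and are incubated 44 h before luminescence detection.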
LmPK inhibitor: qHTS Assay for Inhibitors of Leishmania Mexicana Pyruvate Kinase (LmPK); Q27686; purified LmPK, Kinase-Glo ATP luminescence, 1 h; Potency, µM (titrated, usually from 57.5 µM), inactives show at the highest dose activity change, negative = inhibition, hits mostly inhibitors; hit rate 0.37% among 290,000
Target sequence (Q27686 whole entry, looked up): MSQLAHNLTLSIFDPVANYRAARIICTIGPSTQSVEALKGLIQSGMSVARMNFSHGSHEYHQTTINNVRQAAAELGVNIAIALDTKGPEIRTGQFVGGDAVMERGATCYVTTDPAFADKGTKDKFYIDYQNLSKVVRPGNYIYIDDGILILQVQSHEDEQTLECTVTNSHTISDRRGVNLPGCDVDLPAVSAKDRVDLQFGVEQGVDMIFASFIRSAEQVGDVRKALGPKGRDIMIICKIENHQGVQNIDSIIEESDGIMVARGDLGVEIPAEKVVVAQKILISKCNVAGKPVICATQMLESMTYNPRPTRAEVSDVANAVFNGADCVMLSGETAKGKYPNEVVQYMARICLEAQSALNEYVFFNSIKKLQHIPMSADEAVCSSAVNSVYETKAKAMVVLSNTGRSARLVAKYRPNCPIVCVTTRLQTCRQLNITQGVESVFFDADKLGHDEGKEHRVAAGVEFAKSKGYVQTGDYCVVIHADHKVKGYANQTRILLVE
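Kinase-Glo luminescence read after 1 h RT reaction of 0.1 nM LmPK with 0.5 mM PEP and 0.1 mM ADP. Activity scaled between uninhibited and enzyme-free controls.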
The depositor's hits bear a star; ? = inconclusive; · = not tested or not shown; & = joins results of further samples; [ ] = another dose, or the depositor's remark. The call rests on the fitted dose curve; in most records, active means well fitted curve in the direction sought with a large enough effect; inconclusive means small, poorly fitted or top-dose-only effect, or another doubt; inactive means no such curve, though single readings can be large; an effect the other way counts as inactive or inconclusive. On the % scale 0 is the no-effect control and ±100 the full control effect; potency means the concentration at half of the fitted maximal effect.

cpd	mol	Tb PYK inh	Sm TGR block	Pf growth 48h
1	C=CCN(C(=O)CSc1nc2c(sc3ccccc32)c(=O)n1CCN(CC)CC)c1ccccc1	-12%	1%	?
2	O=c1cc(N2CCc3ccccc32)[nH]c(=O)n1-c1ccccc1	9%	5%	9%
3	CCN(CC(=O)Nc1ccc(C)c(F)c1)CC(=O)NC(C)(C)C	-2%	4%	-16%
4	O=C(N/N=C\c1ccccc1)c1ccccc1-n1cccc1	5%	1%	?
5	CC(C)OCC(O)CCc1n[nH]c(=S)n1-c1ccccc1 (configuration not stated)	-11%	-9%	-3%
6	COc1ccc(CCc2nnc(CCC(=O)N(C)Cc3ccnc4ccccc34)o2)cc1	3%	-6%	-19%
7	CCc1ncc(CN2CCCC(C(=O)Nc3cccc(-c4cccc(C)c4)c3)C2)cn1 (configuration not stated)	0%	-10%	7%
8	Cn1cccc1CC(=O)NNC(=S)Nc1ccc(Cl)cc1	-16%	-13%	18%

cpd	Pf growth 96h	HCV inhibitor	LmPK inhibitor
1	0%	-50%	11%
2	?	-4%	5%
3	0%	0%	-3%
4	?	14%	-2%
5	187%[activator]	12%	-2%
6	?	?	12%
7	14%	-29%	-13%
8	43%[activator]	-7%	0%

Additional structures
cpd	mol	Tb PYK inh	Sm TGR block	Pf growth 48h
9	Cc1ccc(C)c(NCC(O)c2ccccc2)c1 (configuration not stated)	2%	·	-9%
10	COc1ccc(OC)c(S(=O)(=O)N2CCC(C(=O)NC3CCCCC3)CC2)c1	0%	-6%	-20%
11	COc1ccc(-c2sc(Nc3ccccc3)n[n+]2-c2ccc(F)cc2)c(C)c1C	0%	2%	?
12	O=S(=O)(c1ccc(F)cc1)N1CCN=C1SCc1cccnc1	-15%	-3%	-16%
13	CCOc1ccccc1OCC(=O)Nc1cc(S(=O)(=O)N2CCCCC2)ccc1N1CCN(CC)CC1	-3%	4%	10µM*
14	Cc1ccccc1N(C(=O)c1csnn1)C(C(=O)NC(C)(C)C)c1ccncc1 (configuration not stated)	-1%	2%	-16%
15	CC(=O)c1csc(Nc2ccccc2Cl)n1	-3%	-10%	99%[activator]
16	CN(C1CCCCC1)S(=O)(=O)c1ccc(S(=O)(=O)N2CCN(C(=O)c3ccccc3F)CC2)cc1	-2%	-4%	·

cpd	Pf growth 96h	HCV inhibitor	LmPK inhibitor
9	3%	-2%	5%
10	1%	0%	0%
11	10µM*	-18%	0%
12	22%	6%	11%[11.5 µM]
13	3.3µM*	?	·
14	-20%	4%	2%
15	186%[activator]	-1%	-22%
16	-3%	5%	1%

Other records.
cpd	mol	Tb PYK inh	Sm TGR block	Pf growth 48h
17	Cc1nc2ccccc2n1C1CCN(CC(=O)NCc2ccc(F)cc2)CC1	1%	-10%	?
18	O=C(N1CCCCC1)C1(c2ccccc2)CCCCC1	-6%	0%	-10%
19	OC(COC(c1ccc(F)cc1)c1ccc(F)cc1)CN1CCCC(C(F)(F)F)C1 (configuration not stated)	38%[activator]	-20%	-85%
20	CCC(Sc1ncccc1C(=O)O)C(=O)N1CCOCC1 (configuration not stated)	0%	-10%	-10%
21	CCn1c(-c2ccc3ncccc3c2)n[nH]c1=S	·	-11%	20%
22	CC(C)c1ccc(NC(=O)Cn2ncn3c(cc4ccccc43)c2=O)cc1	-10%	-3%	-24%
23	COC(=O)c1cc(OC)c(OC)cc1NC(=O)c1cc(C(C)(C)C)oc1C	9%	6%	2.9µM*
24	Cc1ccc(C2CC2C(=O)NNC(=S)Nc2cccc(C)c2)cc1 (configuration not stated)	-5%	-18%	-12%

cpd	Pf growth 96h	HCV inhibitor	LmPK inhibitor
17	5.9µM*	-5%	0%
18	?	1%	-5%
19	?	33%[activator]	1%
20	55%[activator]	8%	-5%
21	4%	-7%	?
22	0%	-12%	5%
23	?	6%	2%
24	?	?	-2%

Later entries.
cpd	mol	Tb PYK inh	Sm TGR block	Pf growth 48h
25	Cc1ccc(NC(=O)CSc2nc3ccccc3c3nc(CCn4cncc4C)nn23)c(C)c1	2%&8%	1%&-4%	-27%
26	COc1ccccc1CC(=O)N(Cc1ccccc1)c1cccc(C)c1	2%	15%	?
27	O=C(O)c1cc(N2C(=O)C3CC=CCC3C2=O)ccc1NCc1cccnc1 (configuration not stated)	1%	84%[activator]	·
28	Cc1cn2c(N)c(C=C3C=C(Cl)C(=O)C(Cl)=C3)c(=O)nc2s1	2%	·	-27%
29	COc1cc(NC(=O)CC(C)S(=O)(=O)c2cc3c(cc2C)NC(=O)CO3)cc(OC)c1OC (configuration not stated)	8%	-10%	7%
30	CCC(C)C1C(C#N)=C(N)Oc2n[nH]c(C)c21 (configuration not stated)	1%	2%	-12%
31	COc1cccc(CN2CCN(Cc3[nH]c4ccccc4c3C)CC2CCO)c1 (configuration not stated)	-5%	-5%[57.1 µM]	-63%
32	CCOC(=O)c1cn(CC(=O)Nc2ccccc2C(=O)OCC)nn1	-1%	1%	0%

cpd	Pf growth 96h	HCV inhibitor	LmPK inhibitor
25	257%[activator]	?	0%
26	?	-3%	0%
27	19%	13%	21%
28	8%	10%	0%
29	0%	18%	-3%
30	0%	6%	3%
31	3%	7%	1%
32	-9%	-24%	-1%

Later entries.
cpd	mol	Tb PYK inh	Sm TGR block	Pf growth 48h
33	C[n+]1cc(C(=O)N2CCCCC2)ccc1/C=C/c1c[nH]c2ccccc12	-7%	-14%	?
34	Cc1cc(OCC(=O)N2CCN(c3ccccn3)CC2)cc(C)c1Br	3%	2%	5%
35	Cc1ncc2n1-c1ccc(Cl)cc1C(c1ccccc1F)=NC2	-5%&10%	·	-9%
36	COc1cc(O)c(C(=O)c2ccccc2)cc1S(=O)(=O)O	3%	·	?
37	CC1CCN(CCOc2cc(Cl)ccc2Cl)CC1	-7%	2%	-5%
38	Cc1ccc(N2CC(C(=O)OCC(=O)c3c(N)n(CC(C)C)c(=O)n(C)c3=O)CC2=O)cc1 (configuration not stated)	5%	?	?
39	COc1ccccc1NC(=O)CSc1ccc2nnc(CCNC(=O)c3ccccc3)n2n1	-6%	5%	?
40	COc1ccc(C)cc1NC(=O)CSc1nc(=O)n(CCCN2CCOCC2)c2c1CCCC2	1%	7%	?

cpd	Pf growth 96h	HCV inhibitor	LmPK inhibitor
33	0.41µM*	4%	-6%
34	-23%	-16%	1%
35	?	-1%	·
36	?	·	·
37	-1%	4%	3%
38	-4%	-18%	·
39	?	-11%	-2%
40	?	?	·

New compounds follow.
cpd	mol	Tb PYK inh	Sm TGR block	Pf growth 48h
41	COc1ccc(OC)c(S(=O)(=O)N2CCCCCC2)c1	-7%	-25%	1%
42	CCOC(=O)C1C(=O)N(O)CC1c1cccc(Oc2ccccc2)c1 (configuration not stated)	-2%	-2%	-9%
43	CN1CCN(c2ccc(Cl)cc2NC(=O)CCN2C(=O)c3ccccc3C2=O)CC1	0%	40µM*	8%
44	CC(=O)NC(=S)Nc1ccccc1N1CCCCC1	-21%	·	?
45	Cc1cc(C)cc(N2CC(C(=O)O)CC2=O)c1 (configuration not stated)	9%	1%	17%
46	O=C(COC(=O)c1cc(=O)[nH]c2ccccc12)Nc1nc(-c2ccccc2)cs1	0%	6%	46%[activator]
47	CC1CCN(CCCNC(=O)C2CCN(S(=O)(=O)N3CCC4(CC3)OCCO4)CC2)CC1	8%	5%	22%
48	CC1CCN(C(=O)c2ccc(-n3cnnn3)cc2)CC1	3%	-23%	25%

cpd	Pf growth 96h	HCV inhibitor	LmPK inhibitor
41	4%[5.75 µM]	-7%	1%
42	-16%	22%	1%
43	?	-11%	12%
44	111%[activator]	-22%	0%
45	·	31%[activator]	-2%
46	58%[activator]	-10%	0%
47	?	11%	12%
48	19%	-8%	-2%

Shown with tabs: part of the list above
cpd	structure	Tb PYK inh	Sm TGR block	Pf growth 48h	Pf growth 96h	HCV inhibitor	LmPK inhibitor
1	C=CCN(C(=O)CSc1nc2c(sc3ccccc32)c(=O)n1CCN(CC)CC)c1ccccc1	-12%	1%	?	0%	-50%	11%
2	O=c1cc(N2CCc3ccccc32)[nH]c(=O)n1-c1ccccc1	9%	5%	9%	?	-4%	5%
3	CCN(CC(=O)Nc1ccc(C)c(F)c1)CC(=O)NC(C)(C)C	-2%	4%	-16%	0%	0%	-3%
4	O=C(N/N=C\c1ccccc1)c1ccccc1-n1cccc1	5%	1%	?	?	14%	-2%
5	CC(C)OCC(O)CCc1n[nH]c(=S)n1-c1ccccc1 (configuration not stated)	-11%	-9%	-3%	187%[activator]	12%	-2%
6	COc1ccc(CCc2nnc(CCC(=O)N(C)Cc3ccnc4ccccc34)o2)cc1	3%	-6%	-19%	?	?	12%
7	CCc1ncc(CN2CCCC(C(=O)Nc3cccc(-c4cccc(C)c4)c3)C2)cn1 (configuration not stated)	0%	-10%	7%	14%	-29%	-13%
8	Cn1cccc1CC(=O)NNC(=S)Nc1ccc(Cl)cc1	-16%	-13%	18%	43%[activator]	-7%	0%
9	Cc1ccc(C)c(NCC(O)c2ccccc2)c1 (configuration not stated)	2%	·	-9%	3%	-2%	5%
10	COc1ccc(OC)c(S(=O)(=O)N2CCC(C(=O)NC3CCCCC3)CC2)c1	0%	-6%	-20%	1%	0%	0%

(cont.)
cpd	mol	Tb PYK inh	Sm TGR block	Pf growth 48h
49	COCCCn1c(=O)/c(=C\c2ccc(OC(F)F)c(OC)c2)s/c1=C(/C#N)C(N)=O	1%	-12%	6%
50	Cc1ccc(S(=O)(=O)N2CCOCC2)cc1NC(=O)COc1cccc(-n2cnnn2)c1	11%	-16%	?
51	COc1ccc(NC(=S)N(CCCN2CCOCC2)C(C)c2cc3cccc(OC)c3o2)cc1 (configuration not stated)	-6%	2%	?
52	O=C(CSc1ccc2nnc(-c3ccccc3)n2n1)NCc1ccco1	-2%	45µM*	?
53	COC(=O)c1ccccc1NC(=S)NC(=O)c1ccc(C)cc1	4%	11µM*	27%
54	COc1ccc(OCC(=O)Nc2ccc(C)c(S(=O)(=O)N(C)C)c2)cc1	-4%	1%	-10%
55	O=C(O)CCC(NS(=O)(=O)c1ccc(-c2ccccc2)cc1)C(=O)O (configuration not stated)	-25%	-21%	·
56	COCC(=O)N(Cc1cc2cc(C)ccc2[nH]c1=O)c1ccc(C)c(C)c1	9%	-23%	-8%

cpd	Pf growth 96h	HCV inhibitor	LmPK inhibitor
49	?	-4%	2%
50	?	5%	·
51	?	2%	1%
52	·	-13%	5%
53	16%	-5%	-1%
54	-21%	?	12%
55	?	16%	1%
56	10µM*	0%	2%

(more compounds)
cpd	mol	Tb PYK inh	Sm TGR block	Pf growth 48h
57	C#CCSc1nnc(-c2c[nH]c3ccccc23)n1C	-7%	-8%	?
58	O=[N+]([O-])c1cccc(S(=O)(=O)c2ccc(N3CCCCC3)c([N+](=O)[O-])c2)c1	-1%	6%	-26%
59	Cn1c(=O)n(C)c2cc(NC(=O)COc3ccc(F)cc3)ccc21	6%	-15%	-1%
60	CCOc1ccccc1OCC(=O)Nc1cc2c(cc1C(=O)O)OCCCO2	-18%	-7%	15%
61	CC1=NN(S(=O)(=O)c2ccc(C)cc2)C(=O)c2ccccc2O1	0%	-9%	35%[activator]

cpd	Pf growth 96h	HCV inhibitor	LmPK inhibitor
57	-23%	18%	-4%
58	-5%	8.9µM*	4%
59	60%[activator]	-9%	0%
60	9%	5%	-2%
61	20%	8%	2%
